Screens: PubChem, National Center for Advancing Translational Sciences (NCATS)
HCMV inh: qHTS Assay for inhibitors of the human cytomegalovirus (HCMV); HFF cells, HCMV-luciferase reporter, 72 h; stronger effect = lower value; activity change, negative = inhibition, % at 57.5 µM; actives 4.5% (n = 410,000); AID 1259415, 2018; in the data active means activity change below about -60%; inconclusive means no clear call, values can overlap the other calls; inactive means above about -39%
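Compounds were evaluated in HFFs infected with an HCMV luciferase reporter virus (MOI 1 PFU/cell). Luciferase in lysates collected 72 h post infection served as the replication measure.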
LmPK inh: qHTS Assay for Inhibitors of Leishmania Mexicana Pyruvate Kinase (LmPK); Potency, µM (doses to about 57.5 µM), for inactives: at the highest dose activity change, negative = inhibition, actives largely listed as inhibitors; purified LmPK, Kinase-Glo ATP luminescence, 1 h; actives 0.37% (n = 290,000); AID 1721, 2009; further: potency means the concentration at half of the fitted maximal effect
Target sequence (Q27686 whole entry, looked up): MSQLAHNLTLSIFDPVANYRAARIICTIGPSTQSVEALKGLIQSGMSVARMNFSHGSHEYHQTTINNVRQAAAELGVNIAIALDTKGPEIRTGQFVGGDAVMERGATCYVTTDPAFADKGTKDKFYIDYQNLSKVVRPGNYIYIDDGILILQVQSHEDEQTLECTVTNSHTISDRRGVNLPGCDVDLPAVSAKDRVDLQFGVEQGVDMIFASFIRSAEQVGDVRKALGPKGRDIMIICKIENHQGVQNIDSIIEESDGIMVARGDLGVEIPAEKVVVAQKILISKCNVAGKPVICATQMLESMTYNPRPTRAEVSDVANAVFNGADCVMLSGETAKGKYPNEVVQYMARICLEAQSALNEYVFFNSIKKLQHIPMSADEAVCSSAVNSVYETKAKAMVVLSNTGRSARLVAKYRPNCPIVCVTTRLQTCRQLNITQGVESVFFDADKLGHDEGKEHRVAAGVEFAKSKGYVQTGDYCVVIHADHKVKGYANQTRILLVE
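Pyruvate kinase activity monitored as ATP production (luciferase luminescence). Conditions: 0.1 nM enzyme, 0.5 mM PEP, 0.1 mM ADP, 1 h, RT; normalized against uninhibited and no-enzyme wells.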
AmpC inh detg: qHTS Inhibitors of AmpC Beta-Lactamase (assay with detergent); AID 485294, 2010; AmpC hydrolysis of nitrocefin, absorbance 480 nm, 0.01% Triton; P00811; actives 0.041% (n = 370,000); Potency, µM (doses to about 114 µM), for the others: at the top dose activity change, negative = inhibition, actives largely listed as inhibitors;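 further: potency means the concentration at half of the fitted maximal effect; 0% = no-compound wells and -100% = no-enzyme wells; nearly all actives have a fitted effect of over 25% in size; some results filed as inactive show a strong effect at the top dose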
Target sequence (P00811 whole entry, looked up): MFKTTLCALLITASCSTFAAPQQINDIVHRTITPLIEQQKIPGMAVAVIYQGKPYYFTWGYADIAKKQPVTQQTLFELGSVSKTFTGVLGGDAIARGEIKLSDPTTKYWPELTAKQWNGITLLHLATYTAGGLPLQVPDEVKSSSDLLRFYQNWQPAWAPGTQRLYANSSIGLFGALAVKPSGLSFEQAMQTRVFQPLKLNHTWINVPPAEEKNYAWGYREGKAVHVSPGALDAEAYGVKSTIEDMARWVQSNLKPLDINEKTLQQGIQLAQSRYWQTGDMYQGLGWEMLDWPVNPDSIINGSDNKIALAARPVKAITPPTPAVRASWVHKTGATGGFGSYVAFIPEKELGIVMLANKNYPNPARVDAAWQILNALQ
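20 mM phosphate pH 7.0 + 0.01% (detergent screen) or 0.0001% Triton X-100; 5.3 nM AmpC reagent; cpd preinc 15 min RT; nitrocefin (800 uM stock) to start; A480 q20 s × 4 min; Activity was normalised to no-enzyme and no-compound control wells.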
AmpC no deterg: qHTS Inhibitors of AmpC Beta-Lactamase (assay without detergent); P00811; AmpC nitrocefin hydrolysis, absorbance 480 nm, 0.0001% Triton; Potency, µM (titrated, usually from 57.1 µM), inactives show top-dose activity change, negative = inhibition, most hits filed as inhibitors; actives 0.52% (n = 330,000); AID 485341, 2010;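 further: potency means the concentration at half of the fitted maximal effect; plate controls were no compound for no effect and no enzyme for full effect; nearly all actives have a fitted effect of over 20% in size; some results filed as inactive show a strong effect at the top dose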
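20 mM phosphate pH 7.0 + 0.01% (detergent screen) or 0.0001% Triton X-100; 5.3 nM AmpC reagent; cpd preinc 15 min RT; nitrocefin (800 uM stock) to start; A480 q20 s × 4 min; Activity was normalised to no-enzyme and no-compound control wells.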
HCV inhibitor: qHTS Assay for Inhibitors of Hepatitis C Virus (HCV); Huh7.5.1 HCVcc-Cre infection, luciferase reporter, 44 h; Potency, µM (titrated, usually from 41.8 µM), for inactives: at the highest dose activity change, negative = inhibition, most hits filed as inhibitors; actives 3.4% (n = 340,000); further: potency means the concentration at half of the fitted maximal effect
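Antiviral activity was scored by luciferase reporter output from cells infected with HCVcc-Cre (~0.5 moi) in presence of compound, 44 h infection period, cells seeded 1,000/well 4 h prior.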
Tb PYK inh: qHTS of Trypanosoma Brucei Inhibitors. pyruvate kinase (Trypanosoma brucei), Q57TT1. TbPYK enzyme, Kinase-Glo Plus ATP luminescence, 45 min. Potency, µM (doses to about 76.8 µM), inactives show at the top dose activity, negative = inhibition, usual class: inhibitors. actives 0.12% (n = 410,000); further: potency means the concentration at half of the fitted maximal effect; nearly all actives have a fitted effect of over 50% in size
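Glycolytic pyruvate kinase of T. brucei was incubated with substrate, test compound and 130 uM ADP for 45 minutes at room temperature. Luminescent Kinase-Glo Plus signal was measured after 10 minutes.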
AMA1 RON2 block: qHTS for Inhibitors of AMA1-RON; Towards Development of Antimalarial Drug Lead: Primary Screen; Plasmodium falciparum AMA1 (3D7) - RON2 peptide interaction; AlphaScreen AMA1-biotinylated RON2 peptide binding; Potency, µM (series often up to 58.2 µM), for the others: top-dose activity change, negative = inhibition, usual class: inhibitors; actives 0.2% (n = 360,000); AID 720542, 2013;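 further: potency means the concentration at half of the fitted maximal effect; 0% = vehicle wells and -100% = peptide control; nearly all actives have a fitted effect of over 45% in size; some results filed as inactive show a strong effect at the top dose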
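AMA1 (3D7) with his tag at 25 nM final met compounds first, then biotinylated RON2 peptide at 25 nM; detection used donor plus acceptor beads, 10 µg/mL apiece, read by AlphaScreen after 30 min at room temperature.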
An asterisk follows results filed as active; ? = inconclusive; / = not tested or not shown; & = joins results of further samples; [ ] = dose if it differs, or a comment. Unless noted, the call rests on the fitted dose curve; in most records, active means well fitted curve in the direction sought with a large enough effect; inconclusive means small, poorly fitted or top-dose-only effect, or another doubt; inactive means no such curve, though single readings can be large; an effect the other way counts as inactive or inconclusive. Unless noted, on the % scale 0 is the no-effect control and ±100 the full control effect. Random draw from the library; 7.5% or so of the library scored in one or more.

SMILES	HCMV inh	LmPK inh	AmpC inh detg	AmpC no deterg	HCV inhibitor	Tb PYK inh	AMA1 RON2 block
c1cc2n(c1)-c1c(ccc3c1OCO3)CNC2c1ccc2c(c1)OCO2 (stereo not drawn)	-8	-5%	-1%	?	?	2%	?
O=C(C1CC1)N1CCc2cc(Br)cc(S(=O)(=O)NCC3COc4ccccc4O3)c21 (stereo not drawn)	14	2%	?	-30%	?	0%	-8%
CCCc1nc(-c2cc3cc(C)ccc3[nH]c2=O)no1	10	-6%	-1%	-30%	16%	-1%	-2%
CN=C(NC1CCCCC1)c1ccc(Cl)cc1	-60*	-1%	-3%[57.1 µM]	-3%	24%	-5%	5%
COc1ccc(C(=O)Nc2c(C(=O)c3ccccc3)oc3ccccc23)cc1	-10	/	20%	/	/	1%	/
COc1ccc(/C=C/C(=O)Nc2nc3n(n2)C(c2ccccc2)C=C(c2ccc(Cl)cc2)N3)cc1 (stereo not drawn)	-8	/	12%	/	/	1%	/
Cc1cccc2c(=O)cc(CSc3ccccc3NC(=O)C(C)C)[nH]c12	46	/	22%	/	/	-15%	/
Cc1ccc(/C(O)=C2/C(=O)C(=O)N(Cc3ccco3)C2c2cccs2)cc1 (stereo not drawn)	2	3%	?	-25%	20%	-1%	0%
OCCN=Cc1c(O)[nH]c2ccccc12	30	4%	-1%	-33%	10%	13%	3%
COc1ccc(CCNC(=O)Cn2c([N+](=O)[O-])cnc2C)cc1OC	-21	-7%	5%	-20%	8%	-5%	3%
CN(C)CCCNc1cc(C(C)(C)C)nc2c(-c3ccccc3)cnn12	-1	2%	-2%	122%[activator]	?	3%	36%[activator]
Cc1cc(S(=O)(=O)N2CCCCC2)ccc1OCC(=O)N1CCOCC1	9	1%	3%	1%	29%	1%	0%
Cc1ccccc1OC(C)C(=O)NCCCN1CCOCC1 (stereo not drawn)	17	-1%	-5%	11%	11%	4%	20%
COc1ccc(N(CC(=O)N2CCN(C)CC2)S(=O)(=O)c2cc(C)ccc2OC)cc1Cl	114	-2%	10%	209%[activator]	-10%	11%	4%
COc1ccc(Cl)cc1NC(=O)COC(=O)CC(C)(C)CC1=NS(=O)(=O)c2ccccc2N1	3	/	-6%	/	/	-1%	/
O=C(O)CCCC(=O)Nc1ccc2c(c1)oc1ccccc12	-3	-4%	-7%	57%	?	-11%	-2%
O=c1c2[nH]c3ccc(F)cc3c2ncn1CC1CCCO1 (stereo not drawn)	-19	-2%	10%	-9%	17%	-2%	-13%
ON=C1C2CC=C(c3ccccc3)C1CCC2 (stereo not drawn)	7	/	/	/	15%	-1%	-20%
CCOC(=O)C1CCN(S(=O)(=O)c2cc3c4c(c2)C(C)C(=O)N4CCC3)CC1 (stereo not drawn)	8&16	4%	3%&1%	32%	14%	7%&0%	3%
c1ccc(CN2CCN(c3nc4ccccc4n4cnnc34)CC2)cc1	27	15%	?	48%	-7%	-8%	-9%
COc1ccc(C(=O)O)cc1S(=O)(=O)NCCc1ccccn1	-36	1%	-4%	-1%	11%	0%	10%
Cc1ccc(NC(=O)CSc2nc(=O)n(CCN(C)C)c3c2CCCC3)cc1Cl	-8	/	-12%	192%[activator]	?	5%	-23%
COc1ccc(OC)c(NC(=O)C2C3CCC(O3)C2C(=O)O)c1 (stereo not drawn)	/	-1%	?	-9%	/	/	/
CCc1ccc(CN2C(=O)c3ccccc3C2C(=O)NC(C)CC)cc1 (stereo not drawn)	-3	0%	0%	-5%	4%	-11%	0%
Cc1ccc(S(=O)(=O)C2(C(=O)Nc3ccc4c(c3)OCO4)CC2)cc1	?	3%	?	?	?	13%	-10%

Exported with two lines to a compound: part of the list above.
The line under a structure holds: HCMV inh | LmPK inh | AmpC inh detg | AmpC no deterg | HCV inhibitor | Tb PYK inh | AMA1 RON2 block
COc1ccc(/C=C/C(=O)Nc2nc3n(n2)C(c2ccccc2)C=C(c2ccc(Cl)cc2)N3)cc1 (stereo not drawn)
→ -8 | / | 12% | / | / | 1% | /
c1cc2n(c1)-c1c(ccc3c1OCO3)CNC2c1ccc2c(c1)OCO2 (stereo not drawn)
→ -8 | -5% | -1% | ? | ? | 2% | ?
Cc1ccc(NC(=O)CSc2nc(=O)n(CCN(C)C)c3c2CCCC3)cc1Cl
→ -8 | / | -12% | 192%[activator] | ? | 5% | -23%
COc1ccc(Cl)cc1NC(=O)COC(=O)CC(C)(C)CC1=NS(=O)(=O)c2ccccc2N1
→ 3 | / | -6% | / | / | -1% | /

(continued)
SMILES	HCMV inh	LmPK inh	AmpC inh detg	AmpC no deterg	HCV inhibitor	Tb PYK inh	AMA1 RON2 block
COCCNC(=S)NC12CC3CC(CC(C3)C1)C2	-5	0%	-9%	-17%	-2%	-8%	7%
O=C(NC1CCCCC1)C(c1cccnc1)N(C(=O)CCl)c1ccc(F)cc1 (stereo not drawn)	-99*	0%	-5%	90%[activator]	1.1µM*	-5%	9%
O=C(Oc1ccc(/C=N/O)cc1)c1ccccc1	43	-2%	-12%	-23%	9%	10%	-13%
CC1=CC(=O)C(C(C)=Nc2ccccc2Cl)C(=O)O1 (stereo not drawn)	0	-4%	-2%	-8%	?	5%	8%
CC(C)CN(C(=O)c1nn(C)c(=O)c2ccccc12)c1nc2ccccc2s1	-22	-2%	-1%	-13%	15%	4%	36%
COc1cccc(CNc2cccc(C(F)(F)F)c2)c1O	-34	6%[11.5 µM]	1%	-52%	-8%	2%	10%
O=C(Nc1cccc(O)c1)c1cc2nc(-c3ccccc3)cc(-c3ccccc3)n2n1	11	0%	?	-26%	?	2%	-6%
O=C(Nc1ccccc1-c1nc2ccccc2s1)c1ccco1	17	0%	-21%	36%	4µM*	0%	33%[activator]
COc1ccc(Cc2nnc(NC(C)=O)s2)cc1	-1	-10%	2%	-9%	8%	-10%	-19%
COc1ccc(Cl)cc1NC(=O)CCc1nc(-c2ccccc2F)no1	-17&-14	-2%	6%&-2%	-10%	-20%	-2%&-4%	9%
C=CCn1c(SCC(=O)Nc2c(C)nn(Cc3ccccc3)c2C)nnc1C(O)c1ccccc1 (stereo not drawn)	?	1%	-1%	54%	?	0%	5%
CCCCOc1ccc(C(=O)Nc2ccc(SC(F)F)cc2)cc1OC	-18	-1%	2%	-33%	?	-15%	5%
COc1cc(OC)cc(C(=O)NNC(=O)CCNC(=O)c2ccc(Br)cc2)c1	-3	/	/	8%	-8%	-10%	45%[activator]
CCn1c(-c2ccco2)n[nH]c1=S	-8	1%	0%	-4%	0%	?	1%
O=C(Nc1nncs1)c1cc(S(=O)(=O)N2CCCCC2)ccc1Cl	-22	6%	-12%	-24%	23%	1%	-3%
CN(C)CCCNC(=S)N(Cc1cccs1)Cc1cc2cc3c(cc2[nH]c1=O)OCCO3	-4	1%	10%	6%	2.5µM*	-6%	-6%
CC(C)N(Cc1nc(COc2ccccc2)no1)Cc1nccn1C	3	-2%	3%	8%	16%	4%	8%
CCOC(=O)c1nc2ccccc2c(=O)n1-c1ccc(C)cc1	-5	0%	-10%	-8%	8%	6%	-3%
O=C(NCCn1cccn1)c1ccc(OC2CCN(CCc3ccccc3)CC2)cc1	-3	10%	2%	-8%	-3%	7%	11%
Cc1ccc2c(c1)c1c(n2C)C(=O)CCC1	-7	-3%	-4%	-22%	4µM*	8%	1%
COc1ccc(Br)cc1[C@@H]1Nc2ccc(C(=O)O)cc2[C@@H]2C=CC[C@@H]21	-4	/	-10%	/	/	-28%	/
CC1(C)Cc2c(sc(NC(=O)C(=O)N3CCOCC3)c2C(N)=O)CO1	0	4%	2%	-15%	19%	3%	67%[activator]
c1ccc(C(c2ccccc2)c2nc(-c3cccnc3)no2)cc1	-29	3%	1%	32%	0%	3%	3%
Cc1ccc(-c2cc(NC(=O)COc3ccc(Cl)cc3C)on2)cc1	50	/	21%	/	/	2%	/
COc1ccc(S(=O)(=O)Nc2cccc3ccc(O)cc23)cc1	?	/	/	/	-4%	-7%	12%
Continuation:
SMILES	HCMV inh	LmPK inh	AmpC inh detg	AmpC no deterg	HCV inhibitor	Tb PYK inh	AMA1 RON2 block
CS(=O)(=O)c1cnc(-c2ccccc2)nc1-c1ccc(Cl)c(Cl)c1	70	1%	-7%	-18%	-11%	-3%	1%
COc1cnc(-c2ccccc2)nc1Oc1ccccc1C	-20	5%	8%	19%	-16%	-2%	10%
CC(C)c1ccccc1NC(=O)CSc1n[nH]c(=O)n1C1CC1	0	/	-3%	-19%	3%	1%	-1%
CC(C)(C)C#CCn1c(/C=[N+](\[O-])C2CCCCC2)nc2ccccc21	/	2%	-12%	-14%	-14%	0%	0%
OC(CSc1ccc(F)cc1)CN1CCN(c2ccccc2)CC1 (stereo not drawn)	-24	-3%	-3%	3%	11%	-1%	-2%
CCOc1ccc(NS(=O)(=O)c2cc(C(=O)N3CCN(c4ccccc4O)CC3)ccc2Cl)cc1	-22	/	-10%	-20%	-2%	-3%	1%
Cc1ccc(S(=O)(=O)N2CCN(S(=O)(=O)N3CCOCC3)CC2)c(C)c1	19	6%	2%	17%	6%	2%	-4%
Cc1cc(OCC(=O)N2CCN(c3ccccn3)CC2)c(C)cc1Br	-9	-10%	0%	116%[activator]	-25%	-6%	0%
COc1ccc(S(=O)(=O)N2CCCC2C(=O)NCc2cccs2)cc1 (stereo not drawn)	-26	1%	9%	1%	0%	-14%	-6%
Clc1cccc(-c2nc(NCC3CCCO3)c3ccccc3n2)c1 (stereo not drawn)	-19	10%	1%	14%	-57%	1%	3%
Cn1c(-c2cc3c(C(F)(F)F)nn(C)c3s2)n[nH]c1=S	-1	1%	1%	0%	-8%	?	0%
C#CCOCCOCCOCCNc1nc(N2CCN(C(=O)[C@H]([C@@H](C)CC)n3cc(CCCN=C(N)N)nn3)CC2)nc(N2CCN(C(=O)[C@H](CCCCN)n3cc(CC(C)O)nn3)CC2)n1 (stereo partly drawn)	14	/	3%	100%[activator]	?	4%	-4%
COc1cccc(-c2nc3nc(C)cc(C)n3c2NCc2ccccc2)c1	17	/	/	/	/	-8%	27%
CCCCOC(=O)CCc1n[nH]c(=O)[nH]c1=O	-11	4%	?	-8%	-4%	2%	9%
CCO[C@@H]1OC(C(=O)N2CCOCC2)=C[C@H](c2coc3ccccc3c2=O)[C@H]1CCCO	10	3%	1%	31%	-27%	2%	22%
